# Bioassay records from PubChem.
# SMARCA2 activ: increases SMARCA2 function in MMTV reporter cells; MG213 cells, MMTV-luciferase reporter, dexamethasone, overnight; activation, % at 9.1 µM; actives 1% (n = 370,000); in the data active = activation above about 7.8%;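 note: 0% = vehicle wells and 100% = reference activator wells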
# DAX1 inh-1: blocks DAX1 repression of SF-1 activated StAR promoter. HEK293T StAR-luciferase reporter, SF-1/DAX-1 repression relief. inhibition, % at 6.8 µM. actives 1.1% (n = 370,000). AID 652010;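 active = inhibition above the mean over all tested compounds plus 3 SD, cut at about 3.6% in these data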;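 note: 0% = DAX-1 cells with DMSO and 100% = cells lacking DAX-1 with DMSO; higher inhibition means more luminescence from relief of DAX-1 repression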
# DAX1 inh-2: inhibits human nuclear receptor DAX1; actives 0.99% (n = 340,000); inhibition, % at 6.75 µM; HEK293 Gal4-DAX1 luciferase reporter, luminescence; AID 504766;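 active = inhibition above the mean over all tested compounds plus 3 SD, cut at about 4.2% in these data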;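 note: 0% = DAX1-transfected cells with DMSO and 100% = empty-vector control cells with DMSO; inhibition shows as a rise in luminescence from relieved DAX1 repression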
# hcDAF-12 act: H. contortus DAF-12 activation, primary screen | HEK293 hcDAF-12 lit1-tk-luc reporter, luminescence; 0% DMSO, 100% Δ7-dafachronic acid | activation, % at 6.8 µM | actives 1.4% (n = 370,000) | AID 652067;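 active = activation above the mean of all tested compounds plus 3 SD, cut at about 5.5% in these data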;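 note: 100% = response to 3 µM Δ7-dafachronic acid high control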
# NPR1 activator: GC-A (human) enzyme activation; HEK293 GC-A cells, cGMP TR-FRET, EC30 ANP; 0% at EC30 ANP, 100% saturating ANP; AID 1671463; P16066; actives 0.14% (n = 370,000); activation, % at 10 µM; in the data active = activation above about 40%
# Target sequence (P16066 whole entry, looked up): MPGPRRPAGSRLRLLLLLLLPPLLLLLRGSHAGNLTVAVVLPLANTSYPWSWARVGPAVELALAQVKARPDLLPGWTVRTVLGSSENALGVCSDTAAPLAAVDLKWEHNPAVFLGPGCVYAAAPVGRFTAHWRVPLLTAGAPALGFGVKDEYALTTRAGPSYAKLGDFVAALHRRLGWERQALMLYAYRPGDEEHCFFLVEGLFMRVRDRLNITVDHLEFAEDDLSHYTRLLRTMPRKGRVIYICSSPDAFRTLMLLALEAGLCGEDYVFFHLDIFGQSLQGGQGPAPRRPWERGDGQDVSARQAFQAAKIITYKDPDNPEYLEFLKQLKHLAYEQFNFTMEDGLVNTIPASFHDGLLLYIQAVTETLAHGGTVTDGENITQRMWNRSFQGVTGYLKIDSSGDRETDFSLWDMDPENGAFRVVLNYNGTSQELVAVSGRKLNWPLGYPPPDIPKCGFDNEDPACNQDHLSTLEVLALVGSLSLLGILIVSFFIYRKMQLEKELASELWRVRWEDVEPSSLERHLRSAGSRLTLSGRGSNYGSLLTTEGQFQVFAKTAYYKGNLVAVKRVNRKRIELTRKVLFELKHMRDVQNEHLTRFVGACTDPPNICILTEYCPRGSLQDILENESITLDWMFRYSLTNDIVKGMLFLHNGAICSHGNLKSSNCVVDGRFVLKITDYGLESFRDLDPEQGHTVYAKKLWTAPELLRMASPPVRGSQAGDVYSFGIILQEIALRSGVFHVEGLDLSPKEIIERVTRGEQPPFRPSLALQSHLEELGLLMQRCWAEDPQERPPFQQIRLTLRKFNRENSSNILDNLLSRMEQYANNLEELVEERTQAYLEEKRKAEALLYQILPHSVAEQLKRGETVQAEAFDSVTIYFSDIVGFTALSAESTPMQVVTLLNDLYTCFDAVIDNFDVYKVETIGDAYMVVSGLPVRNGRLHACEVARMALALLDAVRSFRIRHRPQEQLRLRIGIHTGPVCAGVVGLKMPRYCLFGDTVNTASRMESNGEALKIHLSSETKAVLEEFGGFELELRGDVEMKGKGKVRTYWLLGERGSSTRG
# ADAM10 inh: inhibits human ADAM10 | O14672 | AID 720582 | inhibition, % at 7 µM | actives 0.62% (n = 370,000) | recombinant ADAM10, EDANS/DABCYL FRET peptide cleavage, 3 h;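 active = inhibition above a per-campaign cutoff equal to the mean of compounds falling between control-based bounds plus 3 SD, cut at about 20% in these data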;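 note: 0% = DMSO wells while the 100% control is not disclosed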
# ADAM17 inh: ADAM17 inhibition, QFRET primary screen; P78536; recombinant ADAM17, EDANS/DABCYL FRET peptide cleavage; inhibition, % at 6.95 µM; actives 0.83% (n = 370,000);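 active = inhibition above the mean of compounds lying between control limits plus 3 SD, set per campaign, cut at about 8.5% in these data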;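 note: 0% = DMSO-only wells as the low control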
# ssDAF-12 act: S. stercoralis DAF-12 activation, primary screen; AID 652126; activation, % at 6.8 µM; HEK293 ssDAF-12/GRIP1 lit1-tk-luc reporter, luminescence; % of 3 µM dafachronic acid response; actives 1% (n = 370,000);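 active = activation above the mean over all tested compounds plus 3 SD, cut at about 0.9% in these data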;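 note: 0% = DMSO-only wells and 100% = 3 µM delta7-dafachronic acid wells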
# hgDAF12 agonist: activates the H. glycines DAF-12 receptor ligand-binding domain; HEK293 GAL4-hgDAF12 UAS-luciferase reporter, agonist luminescence; normalized to butyrate control; AID 687014; actives 1.8% (n = 370,000); activation, % at 6.8 µM;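 active = activation above a cutoff set at the mean of all screened compounds plus 3 SD, cut at about 10% in these data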;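 note: 0% = DMSO wells and 100% = sodium butyrate wells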
# GAA850 FXN act: frataxin GAA850 promoter activation; activation, % at 6 µM; HEK293 lucGAA850 FXN promoter luciferase reporter, 24 h; percent of 10 µM SAHA response; actives 0.56% (n = 360,000);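 active = activation above the average of all compounds screened plus 3 SD, cutoff fixed separately per campaign, cut at about 7.5% in these data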;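 note: 0% = DMSO wells and 100% = 10 µM SAHA wells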
# PG9 binder: binds the HIV-1 gp120 antibody PG9 | TR-FRET gp120-PG9 antibody binding | inhibition, % at 6.7 µM | actives 0.43% (n = 360,000); in the data active = inhibition above about 8.5%
# * marks the source's active call; other numbers are inactive results; i = inactive; / = no result given. Outcome played no part in choosing rows, and some 6.8% of all compounds hit somewhere here.
SMILES,SMARCA2 activ,DAX1 inh-1,DAX1 inh-2,hcDAF-12 act,NPR1 activator,ADAM10 inh,ADAM17 inh,ssDAF-12 act,hgDAF12 agonist,GAA850 FXN act,PG9 binder
COC(=O)[C@]12C[C@H](CC(=O)NCC34CC5CC(CC(C5)C3)C4)C(=O)N(CCC3=CCCCC3)C1=C[C@H](C(C)C)O[C@@H]2C1CC1,-1,-0.5,/,0.2,3,12,1,-1.8,-2.4,/,/
Cc1cc(N2CCN(C)CC2)nc2ccc(NC(=S)NCCC(C)C)cc12,0,-0.6,0.3,1.5,1,-72,-35,-1.6,1.3,-2.9,0.9
Cn1cc(-c2csc(C(C)(O)c3cccc(F)c3)n2)cn1 (stereo not given),-2,-0.3,/,-0.6,2,-17,-6,-1.5,-1.2,1.3,0.4
C[C@@H]1COc2cccc(NC3CC3)c2S(=O)(=O)N1,3,0.1,/,0.1,2,-14,-5,-0.5,3.3,/,-0.8
CCCC(=O)NC(Nc1cccc(C(F)(F)F)c1)C(Cl)(Cl)Cl (stereo not given),1,-0.7,0.0,-2.0,-29,12,1,-1.3,0.3,-0.6,-0.1
COc1ccc(N2CCN(C(=O)CSc3nnc(-c4cccnc4)n3-c3ccccc3)CC2)cc1,1,-0.1,-0.5,-2.3,-2,7,-1,-1.5,-0.7,0.5,0.4
Cc1ccc(S(=O)(=O)N2CCC(NC(=O)C3CCCCC3)CC2)cc1,0,0.1,-1.3,-2.1,2,0,2,-1.2,-0.6,0.1,-2.2
CC(C)CNC(=O)N[C@@H](CC(C)C)C(=O)O,1,-0.4,0.0,0.9,3,-5,-1,-1.0,2.9,1.7,-0.7
Cc1ccc(NC(=O)CSC2=C(C#N)C(c3ccco3)CC(=O)N2)cc1 (stereo not given),3,-0.4,1.0,-1.6,-3,7,0,-1.2,2.5,2.4,0.8
Cc1cccc(N2C(=O)C3C4C=CC(C4)C3C2=O)c1 (stereo not given),1,-0.1,1.1,-1.4,5,-8,-3,-1.4,-0.8,-1.1,2.0
CCc1ccc(CN(C)C(=O)CCc2nnc(CCc3cccc(OC)c3)o2)nc1,-3,-0.6,-0.3,0.3,-4,2,0,-1.0,-4.5,1.3,0.3
CCCCCCSC1=C(C#N)C(c2ccccc2)CC(=O)N1 (stereo not given),-4,0.0,0.2,-1.7,4,12,6,-0.8,-1.1,0.8,0.2
COc1cccc(C(C)(O)c2nc(-c3ccc(OC)nc3)cs2)c1 (stereo not given),-4,-1.9,/,-2.2,0,-5,-2,-1.2,-3.2,-1.1,0.0
COc1ccc(CC2CCOC2=O)cc1 (stereo not given),-5,0.5,1.7,-0.3,3,6,2,-1.3,-0.4,0.2,-1.0
O=C(/C=C/c1cccc(Cl)c1)c1nc2ccccc2[nH]1,2,-1.4,-1.2,-1.1,9,-7,-1,-1.2,-0.4,3.0,-1.1
COc1cccc(OC)c1C(=O)Nn1c(C2CCC2)nc2ccccc2c1=O,-2,-0.6,0.2,-0.5,0,10,-2,-1.9,-1.1,-2.2,-3.0
C=CC[N+](C)(C)c1ccc(CCC(=O)CCc2ccc([N+](C)(C)CC=C)cc2)cc1,0,0.1,-0.5,-0.4,1,2,-4,-1.1,-0.3,0.2,-0.5
O=C(O)c1ccc(CNC(=O)C23CC4CC(CC(C4)C2)C3)cc1,5,-0.1,3.7,-2.2,0,-1,-3,-1.4,-1.4,0.0,-0.8
O=C(NCc1cccs1)C1CCC(=O)N1C1CCCCC1 (stereo not given),-1,0.1,-0.1,-1.0,3,8,2,-0.2,1.3,0.5,-1.1
COc1cc(C(=O)OCc2ccc([N+](=O)[O-])cc2)cc(OC)c1OC,-2,0.7,1.6,0.1,4,-9,0,-1.8,-3.1,1.2,-0.4
COc1ccc(C(=O)NN/C(C)=C/C(=O)c2ccccc2)cc1,-1,-1.2,-0.2,1.2,6,-6,-2,-0.9,1.8,1.8,0.5
Cc1nnc(NC(=O)CC(CN(C)S(=O)(=O)c2ccccc2)c2ccccc2)s1 (stereo not given),2,-0.5,0.8,-0.7,-4,-3,0,-1.2,2.0,-1.1,1.6
COCCn1c(SCC(=O)Nc2cccnc2Cl)nc2ccccc2c1=O,2,-2.2,1.4,-1.4,-4,-4,-4,-1.2,-0.8,0.6,0.5
C=CCN=C1SC(C)(C)C(=O)N1S(=O)(=O)c1ccc(C)cc1,-2,-0.5,-0.3,-1.3,1,1,-5,-0.7,-0.2,0.1,-2.1
Cc1cc(CN(C)C)c(O)c(C2(C)CCCCC2)c1,0,0.3,0.6,1.5,-3,3,-4,-1.2,-1.5,-0.2,0.2
O=C(NC1CCS(=O)(=O)C1)c1cccc(S(=O)(=O)N2CCCC2)c1 (stereo not given),1,-0.2,0.2,-2.0,-1,1,0,-1.2,0.0,1.2,-2.5
O=C1NC(=O)C(c2ccccc2)(c2ccccn2)N1 (stereo not given),-6,-0.3,0.2,0.2,-4,-3,-5,-0.7,-0.1,-1.1,0.0
CC1CN(Cc2ccccc2)c2nc3c(c(=O)n(CC(N)=O)c(=O)n3C)n2C1 (stereo not given),-2,-0.8,-0.3,1.8,2,-9,-4,-1.1,2.4,2.5,-0.3
COc1ccc(CCNC(=O)c2ccco2)cc1OC,-1,-0.3,2.1,0.4,-4,-1,1,-0.1,0.0,0.3,-1.8
COc1cc(-c2nnc(SCC(=O)N(C)C3CCS(=O)(=O)C3)o2)cc(OC)c1OC (stereo not given),-3,-0.4,1.1,0.0,1,-5,0,-1.5,-2.7,-1.8,-1.2
CCOC(=O)C1CCN(c2nc3ccccc3nc2C(C#N)C(=O)OC(C)C)CC1 (stereo not given),-3,-0.4,0.5,-0.6,4,-17,-6,-1.1,-1.1,0.9,2.0
CCOC(=O)C1(Cc2cccc(OC)c2)CCCN(Cc2c(C)nn(C(C)C)c2C)C1 (stereo not given),-4,-0.6,0.2,1.0,-6,10,-4,-0.8,0.0,-0.1,1.1
CC(=O)Nc1sc2c(c1CN1CCN(c3ccc(F)cc3)CC1)CCCC2,-1,-0.6,-0.3,-1.9,-2,-4,-1,-1.4,-2.5,0.0,1.4
COc1ncnc2c1NC(=O)CS2,-1,0.9,0.4,-0.1,2,-6,-5,-0.6,5.7,0.1,-1.9
COc1cc(C2C(C#N)=C(C)NC3=C2C(=O)CC(C)(C)C3)ccc1OCCO (stereo not given),1,0.3,-2.0,-0.5,1,-34,-10,-1.0,-1.3,-0.7,2.0
CCOC(=O)c1c(C)[nH]c(C(=O)OCC(=O)Nc2sccc2C(N)=O)c1C,-6,-7.6,-4.9,-5.1,4,-9,-3,-2.4,-11,-6.9,0.2
COc1ccc(NC(=O)CC2C(=O)N(c3ccc(F)cc3)C(=S)N2NC(=O)c2ccccc2)cc1 (stereo not given),0,0.3,-0.8,-1.0,0,11,0,-1.8,9.7,-2.7,0.7
COc1ccc2[nH]c(=S)cc(C)c2c1,-3,-0.2,0.9,1.5,1,-84,-21,-0.6,-0.1,1.7,0.4
CC(C)C[C@H]1COc2cccc(N3CCCC3)c2S(=O)(=O)N1C,-3,0.0,/,-2.6,-2,-9,-7,-1.1,-2.3,/,/
COc1cccc(C(=O)Nc2ccccc2N2CCCC2)c1,-3,-0.7,0.2,-2.8,-2,0,-9,-1.1,-1.8,-1.5,-0.2
COC(=O)C(Cc1ccccc1)N1CCS(=O)(=O)CC1 (stereo not given),0,-0.6,2.2,-0.7,2,-6,3,-0.8,0.7,0.5,-2.2
Cc1cc(N)ccc1S(C)(=O)=O,-2,1.2,-0.3,-0.8,2,4,1,-0.4,0.8,-0.5,0.0
CCN(CC)c1ccc(/C=C(/C#N)C(=O)NCc2ccccc2)o1,5,0.3,0.3,0.1,3,10,4,-1.8,8.2,3.1,-14
CCC(C)NC(=O)N1c2ccccc2Sc2ccccc21 (stereo not given),0,-0.8,-0.9,-0.1,-9,0,0,-0.6,-0.8,-0.7,-2.6
CCn1c(/C=C/c2ccccc2)nc2ccccc21,9.2*,3.9*,0.4,11*,-5,i,-281,1.4*,15*,3.3,-2.1

# An excerpt of these results, with values under each structure.
# Every second line gives: SMARCA2 activ | DAX1 inh-1 | DAX1 inh-2 | hcDAF-12 act | NPR1 activator | ADAM10 inh | ADAM17 inh | ssDAF-12 act | hgDAF12 agonist | GAA850 FXN act | PG9 binder
Cc1cccc(N2C(=O)C3C4C=CC(C4)C3C2=O)c1 (stereo not given)
 : 1 | -0.1 | 1.1 | -1.4 | 5 | -8 | -3 | -1.4 | -0.8 | -1.1 | 2.0
CCc1ccc(CN(C)C(=O)CCc2nnc(CCc3cccc(OC)c3)o2)nc1
 : -3 | -0.6 | -0.3 | 0.3 | -4 | 2 | 0 | -1.0 | -4.5 | 1.3 | 0.3
CCCCCCSC1=C(C#N)C(c2ccccc2)CC(=O)N1 (stereo not given)
 : -4 | 0.0 | 0.2 | -1.7 | 4 | 12 | 6 | -0.8 | -1.1 | 0.8 | 0.2
COc1cccc(C(C)(O)c2nc(-c3ccc(OC)nc3)cs2)c1 (stereo not given)
 : -4 | -1.9 | / | -2.2 | 0 | -5 | -2 | -1.2 | -3.2 | -1.1 | 0.0

# Additional results
SMILES,SMARCA2 activ,DAX1 inh-1,DAX1 inh-2,hcDAF-12 act,NPR1 activator,ADAM10 inh,ADAM17 inh,ssDAF-12 act,hgDAF12 agonist,GAA850 FXN act,PG9 binder
NC(=O)N/N=C/c1sc(N2CCCCC2)nc1-c1cccs1,6,-1.8,-1.7,0.5,-12,-34,-9,-0.9,12*,2.6,-4.4
O=C1CC2(CCCC2)CC(=O)N1c1ccccc1,-4,-0.4,0.1,-0.4,2,1,-2,-1.4,-1.4,1.2,0.7
C=CCC12C[C@@]3(O[C@H](c4ccc(C(F)(F)F)cc4)N=C3C[C@H](c3ccc(OC)cc3)[C@H]1C)N(Cc1ccc3c(c1)OCO3)C2=O,-5,0.5,/,1.4,-1,-11,4,-0.5,2.3,/,0.8
Cc1nnc(NCC=Cc2ccccc2)s1,-3,-0.4,/,-0.4,1,-2,0,-0.8,-2.4,/,-0.7
C(=N\n1cnnc1)/c1cn(Cc2ccccc2)c2ccccc12,1,0.6,-0.1,1.9,0,8,4,0.7,1.5,2.2,-2.5
COc1ccc(-c2c(C)oc3c(CN4CCOCC4)c(O)ccc3c2=O)cc1,3,0.6,2.5,0.7,0,i,-406,-1.5,-0.6,-0.4,-0.8
CC1CN(S(=O)(=O)Cc2ccccc2)CC(C)O1 (stereo not given),0,-0.1,-0.1,1.0,-3,0,-2,-0.5,-1.7,-1.0,-2.3
Cc1cccc(N2CCN(C(=O)c3ccc(CS(=O)Cc4cccc(Cl)c4)o3)CC2)c1C (stereo not given),-2,-1.5,1.3,-3.5,-4,10,3,-1.8,-1.8,1.1,1.2
C[C@H]1C2CC(OC(=O)NCCCc3ccccc3)C(C2)[C@H]2CCCCN21 (stereo not given in full),-2,0.5,/,-1.0,-1,-10,-4,-0.4,6.2,/,/
COc1cc2c(cc1OC)CN(C(=O)c1cccc(S(=O)(=O)N3CCc4ccccc43)c1)CC2,1,-1.7,-1.0,-2.2,-3,-4,2,-1.1,-6.3,-3.3,0.0
Cc1oc(-c2ccccc2F)nc1CS(=O)CC(=O)NCc1ccccn1 (stereo not given),-1,-0.3,-0.4,-0.4,8,-6,0,-0.7,0.6,2.2,-1.7
